MmCpn inh = M. maripaludis TRiC chaperonin inhibition; purified Mm-Cpn ATPase, ADP Transcreener TR-FRET; Potency, µM (top dose mostly 76.9 µM), inactives show at the highest dose activity, negative = inhibition, actives largely listed as inhibitors; 330,000 tested, 0.031% active; AID 504842; also: potency is read from the fitted curve at half-maximal effect; % is scaled to controls: 0 for no effect and ±100 for the full control effect; nearly all actives have a fitted effect of over 80% in size
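Quantitative HTS used 25 nM Mm-CPN and 10 uM ATP in magnesium/KCl Tris buffer, pH 7.4, with 1 mM DTT. Hydrolysis ran 30 min at 37°C; ADP was read by HTRF.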
PTHR1 ag = activates the human parathyroid hormone receptor PTHR1; Q03431; HEK293 GP2 PTHR1 cells, GloSensor cAMP luminescence, 1 h; Potency, µM (highest dose often 115 µM), inactives show at the top dose activation, actives largely listed as activators; 410,000 tested, 0.075% active; AID 743266; also: potency is read from the fitted curve at half-maximal effect; nearly all actives have a fitted effect of over 55% in size; some results filed as inactive show a strong effect at the top dose; inactives centre near -15; many of its hits are not listed in these tables
Target sequence (Q03431 whole entry, looked up): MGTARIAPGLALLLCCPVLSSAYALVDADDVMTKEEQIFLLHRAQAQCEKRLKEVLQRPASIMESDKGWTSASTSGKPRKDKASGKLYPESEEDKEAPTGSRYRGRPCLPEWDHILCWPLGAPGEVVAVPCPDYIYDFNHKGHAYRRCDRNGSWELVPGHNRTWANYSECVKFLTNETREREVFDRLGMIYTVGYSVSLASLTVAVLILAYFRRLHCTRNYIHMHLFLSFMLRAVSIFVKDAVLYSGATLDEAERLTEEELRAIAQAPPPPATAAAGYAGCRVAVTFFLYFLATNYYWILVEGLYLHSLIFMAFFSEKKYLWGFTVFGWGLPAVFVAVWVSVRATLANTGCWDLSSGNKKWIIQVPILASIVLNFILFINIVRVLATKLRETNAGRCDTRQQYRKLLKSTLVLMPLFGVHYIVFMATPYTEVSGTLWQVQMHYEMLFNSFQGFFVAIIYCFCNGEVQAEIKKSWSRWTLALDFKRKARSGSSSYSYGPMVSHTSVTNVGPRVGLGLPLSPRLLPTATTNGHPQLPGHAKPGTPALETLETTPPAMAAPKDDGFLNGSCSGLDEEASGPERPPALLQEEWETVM
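HEK-293-derived GP2 cells expressing PTHR1 and a GloSensor cAMP reporter, 3,000/well, plated overnight, given luciferin plus IBMX (each 0.5 mM as added) for 1 h at 37 °C, then compound for 1 h at 37 °C. Luminescence was read after 15 min at room temperature.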
GLP-1R inv ag = acts as inverse agonist at human GLP-1 receptor; HEK293 GLP-1R CRE-luciferase, luminescence, 24 h; GLP-1R form is constitutively active; Potency, µM (doses to about 38.3 µM), for inactives: top-dose activity change, negative = inhibition, usual class: inhibitors; 410,000 tested, 1.6% active; AID 624417; also: potency is read from the fitted curve at half-maximal effect; % is scaled to controls: 0 for no effect and ±100 for the full control effect; nearly all actives have a fitted effect of over 55% in size
Target sequence (P43220 whole entry, looked up): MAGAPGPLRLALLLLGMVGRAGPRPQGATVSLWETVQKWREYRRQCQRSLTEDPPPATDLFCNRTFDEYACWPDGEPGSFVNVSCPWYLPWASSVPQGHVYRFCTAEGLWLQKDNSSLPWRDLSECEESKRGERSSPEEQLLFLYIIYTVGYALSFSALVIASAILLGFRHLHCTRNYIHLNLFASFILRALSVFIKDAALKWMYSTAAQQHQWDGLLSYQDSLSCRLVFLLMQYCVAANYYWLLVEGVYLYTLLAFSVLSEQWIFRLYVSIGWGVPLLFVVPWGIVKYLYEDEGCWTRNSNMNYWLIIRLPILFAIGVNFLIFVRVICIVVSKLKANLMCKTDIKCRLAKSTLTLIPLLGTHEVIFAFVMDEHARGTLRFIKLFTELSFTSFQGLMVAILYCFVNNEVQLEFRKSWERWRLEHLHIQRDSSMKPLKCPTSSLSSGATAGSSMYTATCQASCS
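Seeding at 200 cells/uL, 12 h culture, 24 hr compound treatment, then luciferase reagent and a luminescence read; cells are HEK293 stably expressing a constitutively active GLP-1R plus cAMP-responsive luciferase.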
Akt phos inh = Akt phosphorylation inhibition; 360,000 tested, 0.32% active; Neuro2A IGF-stimulated pAkt S473 HTRF, 20 min; stronger effect = lower value; activity change, % for hits at 50 µM; AID 651550; in the data active = activity change below about -80%; inconclusive = mostly about -51% to -80%; also: % is scaled to controls: 0 for no effect and ±100 for the full control effect
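Single-point screen (50 µM final compound) in Neuro2A cells stimulated 20 min with 6 nM IGF at 37 deg C. After lysis, Ser473-phosphorylated Akt read by HTRF (ex 330 nm, em 615/665 nm) as the 665/615 ratio.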
FUS yeast rescue = suppressors of FUS proteinopathy in yeast; AID 1347120; 390,000 tested, 0.24% active; Potency, µM (series often up to 76.6 µM), inactives show at the top dose growth rescue (activation), hits mostly activators; S. cerevisiae FUS-expressing, growth rescue, OD600, 24 h;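 also: potency is read from the fitted curve at half-maximal effect; plate controls were DMSO vehicle for no effect and reference control for full effect; nearly all actives have a fitted effect of over 55% in size; some results filed as inactive show a strong effect at the top dose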
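Toxicity suppression screen in FUS-yeast. Cells induced with 2% galactose, starting OD 0.005, treated 24hr at 30C with compounds at multiple final concentrations; growth by OD600.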
aSyn rescue = alpha-synuclein toxicity inhibition in yeast. Yeast expressing alpha-synuclein, growth rescue, BacTiter-Glo, 24 h. AID 652106. 370,000 tested, 0.14% active. Potency, µM (doses to about 46.1 µM), for inactives: at the highest dose growth rescue (activation), actives largely listed as activators; also: potency is read from the fitted curve at half-maximal effect; % of control where 0% means no effect; nearly all actives have a fitted effect of over 65% in size
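Rescue of yeast growth: cells expressing toxic alpha-synuclein, induced in galactose at OD600 0.02, incubated with compound 24 h at 30 C. ATP luminescence quantified growth; inhibitors of toxicity appear as activators.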
Abeta yeast res = restores growth of yeast expressing A-beta42 peptide. yeast expressing A-beta42, growth rescue, OD600, 48 h; response scale: 0% DMSO, 100% iron-clioquinol control. Potency, µM (top dose mostly 46.1 µM), for inactives: at the top dose growth rescue, hits mostly activators. 410,000 tested, 0.063% active. AID 1347071; also: potency is read from the fitted curve at half-maximal effect; nearly all actives have a fitted effect of over 55% in size
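Yeast A-beta toxicity model in growth medium with pinned compounds, 48 h at 30 C; growth read as absorbance at 600 nm. Normalized to FeCl3/clioquinol equimolar mix (positive) and DMSO (negative).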
GLP1R cytotox = cytotoxicity counter-screen for GLP-1 receptor inverse agonists | 410,000 tested, 0.13% active | AID 624418 | Potency, µM (doses to about 38.3 µM), for the others: top-dose activity change, negative = inhibition, actives largely listed as inhibitors | HEK293 cAMP-luciferase reporter cells, luminescence, 24 h;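 also: loss of luciferase light is scored as toxicity; potency is read from the fitted curve at half-maximal effect; % is scaled to controls: 0 for no effect and ±100 for the full control effect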
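MLSMR compounds, 24 hr on cells at 37 deg C/5% CO2; luminescence after luciferase reagent (12 min RT). Inhibition counted as the undesired cytotoxic outcome.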
TDP43 rescue = TDP-43 toxicity inhibition in yeast; TDP-43 expressing yeast growth rescue, BacTiter-Glo, 24 h; Potency, µM (titrated, usually from 46.1 µM), for the others: top-dose growth rescue (activation), most hits filed as activators; 410,000 tested, 1.8% active; AID 652104; also: potency is read from the fitted curve at half-maximal effect; % of control where 0% means no effect; nearly all actives have a fitted effect of over 50% in size
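Luminescence from BacTiter-Glo reports growth of TDP-43-expressing yeast after 24 hr at 30 deg C with compound. Cells were raffinose-pregrown to mid-log, then seeded in galactose medium at OD600=0.02.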
* marks the source's active call; other numbers are inactive results; i = inactive; ? = inconclusive; . = no result given; [ ] = remark or other dose. Unless noted, calls follow the shape of the dose curve; as a rule, active = well fitted curve in the direction sought with a large enough effect; inconclusive = small, poorly fitted or top-dose-only effect, or another doubt; inactive = no such curve, though single readings can be large; an effect the other way counts as inactive or inconclusive.

SMILES | MmCpn inh | PTHR1 ag | GLP-1R inv ag | Akt phos inh | FUS yeast rescue | aSyn rescue | Abeta yeast res | GLP1R cytotox | TDP43 rescue
Cn1c(=O)c2cc(NC(=O)Nc3cccnc3)ccc2n1-c1ccc(C(C)(C)C)cc1 | . | -25% | ? | i | 34% | -12% | -30% | -18% | 24%
Cc1cccc(NC(=O)NCc2ccccn2)c1 | -1% | -8% | 23% | i | 1% | -1% | -6% | -3% | 13%
COc1ccc2nc(C)cc(SCC(NC(C)=O)C(=O)OC(C)C)c2c1 (stereo unspecified) | -3% | i | 8% | i | -13% | 2% | -2% | 4% | 10%
COc1ccc([C@H]2CC(=O)C=C(c3cccc4c3sc3ccccc34)C2)cc1OC | -13% | -19% | 1% | i | 39% | 10% | -7% | 1% | -1%
CCc1ccc(-c2nc(-c3cc4ccccc4oc3=O)sc2C)cc1 | . | -13% | 6% | . | 15% | . | -7% | 22% | 0%
CCC(C)c1ccccc1NC(=O)C1CCCO1 (stereo unspecified) | 1% | i | 0% | i | 34% | -4% | -3% | 10% | -19%
O=C(/C=C/c1ccc([N+](=O)[O-])cc1)Nc1cccc(S(=O)(=O)NC2=NCCCCC2)c1 | 2% | -47%[inhibitor] | 3% | i | . | ? | 4% | -9% | 11%
Cc1c(C)[n+](=O)c2c(n1[O-])CCCCC2 | 0% | i | 3% | i | 5% | 0% | 13% | -14% | -12%
COC(=O)C1CCN(C(=O)NC2CC(=O)N(c3ccc4c(c3)OCCO4)C2)CC1 (stereo unspecified) | 3% | -10% | 7% | i | 19% | -5% | -2% | 20% | 1%
CC(=O)N1CCN(c2ccc(NC(=O)c3ccc([N+](=O)[O-])o3)cc2Cl)CC1 | -3% | -7% | 131%[activator] | i | 7% | 4% | -83%[inhibitor] | ? | 19%
O=C(NNC(=O)c1ccccc1C(F)(F)F)c1csc(N2CCOCC2)n1 | 2% | -19% | -1% | i | . | 7% | -3% | 7% | 5%
CCN1CCN(c2ccc(S(=O)(=O)N3CCCCC3)cc2NC(=O)/C=C/c2ccc([N+](=O)[O-])cc2)CC1 | 0% | i | ? | i | 43% | -2% | -1% | ? | -8%
CCN(CC)S(=O)(=O)c1ccc(C(=O)NCCc2cc3c(OC)ccc(OC)c3[nH]c2=O)cc1 | -8% | i | 0% | i | . | 7% | 11% | 6% | 18%
COc1ccc(OC)c(S(=O)(=O)N2CCCC(C(=O)NCCN3CCOCC3)C2)c1 (stereo unspecified) | 1% | i | 3% | i | -20% | -7% | -13% | -5% | -11%
CCOC(=O)C1=C(C)NC(=S)NC1c1ccco1 (stereo unspecified) | -2% | -4% | 73%[activator] | i | 51% | 0% | -10% | 0% | -9%
COc1ccc(C(=O)N/N=C/c2c(C)[nH]c(=O)[nH]c2=O)cc1 | 0% | -20% | 2% | i | -11% | -3% | -2% | 4% | -1%
CC(C)Oc1ccc(CNC(=O)c2ccc3c(c2)nc2n3CCCCC2)cc1 | . | i | 2% | . | 3% | . | -3% | 12% | 9%
CCCSc1nc2c(c(=O)[nH]c(=O)n2C)n1C | -13% | -1%[57.5 µM] | 98%[activator] | i | -19% | -7% | 16% | 3% | -20%
Cc1ccc(-n2cc(-c3ccc([N+](=O)[O-])cc3)[nH]c2=S)c(C)c1 | -3% | -19% | ? | i | 22% | -5% | 3% | -16% | ?
O=C1N[C@@H](Cc2c[nH]c3ccccc23)C(=O)N[C@H]1Cc1ccccc1 | . | i | 6% | i | -23% | 3% | -6% | -4% | ?
COc1cc(O)c(C(=O)O)c(CCc2ccccc2)c1 | -1% | -31%[inhibitor] | 2% | i | 31% | -22% | -2% | 3% | 7%
O=S(=O)(c1ccccc1)N(CC(O)Cn1c2ccccc2c2ccccc21)c1ccccc1 (stereo unspecified) | -12% | -3% | ? | i | -7% | ? | 33% | ? | 20%
O=C(c1ccc(N2CCN(C(=O)c3ccccc3)CC2)cc1)c1cccc(F)c1 | -7% | -17% | ? | i | ? | 1% | -14% | -3% | ?
COC(=O)c1cc2oc(C)cc2n1CC(=O)Nc1ccc(C)cc1C | . | ? | -10% | . | 9% | . | 7% | -9% | 20%
Clc1ccc(N2O[C@H]3C=C[C@@H]2C3)nc1 | . | 8% | 5% | i | 9% | -2% | -19% | 10% | -8%

Rewritten with two lines to a compound: 4 of the compounds above
Order of values: MmCpn inh | PTHR1 ag | GLP-1R inv ag | Akt phos inh | FUS yeast rescue | aSyn rescue | Abeta yeast res | GLP1R cytotox | TDP43 rescue
COc1cc(O)c(C(=O)O)c(CCc2ccccc2)c1
  -1% | -31%[inhibitor] | 2% | i | 31% | -22% | -2% | 3% | 7%
O=S(=O)(c1ccccc1)N(CC(O)Cn1c2ccccc2c2ccccc21)c1ccccc1 (stereo unspecified)
  -12% | -3% | ? | i | -7% | ? | 33% | ? | 20%
O=C(c1ccc(N2CCN(C(=O)c3ccccc3)CC2)cc1)c1cccc(F)c1
  -7% | -17% | ? | i | ? | 1% | -14% | -3% | ?
COC(=O)c1cc2oc(C)cc2n1CC(=O)Nc1ccc(C)cc1C
  . | ? | -10% | . | 9% | . | 7% | -9% | 20%

(listing goes on)
SMILES | MmCpn inh | PTHR1 ag | GLP-1R inv ag | Akt phos inh | FUS yeast rescue | aSyn rescue | Abeta yeast res | GLP1R cytotox | TDP43 rescue
CSc1nc(C)c(CCO)c(=O)[nH]1 | 0% | i | 6% | i | -3% | -2% | 5% | 14% | -27%[9.22 µM]
COc1cccc(-c2cc(-c3cccnc3)c(C#N)c(N)n2)c1 | -2% | -8% | 97%[activator] | i | 13% | -3% | -14% | 2% | 12%
CC1CN(C(=O)CCC(=O)NCc2ccccc2)c2ccccc2O1 (stereo unspecified) | 2% | -21% | 7% | i | -16% | 0% | 3% | 19% | 0%
Cc1cccc(C(=O)N[C@H](C(=O)Nc2ccc(C)c(S(=O)(=O)N(C)C)c2)C(C)C)c1 | 1% | -18% | 2% | i | -34% | 5% | 4% | 3% | 10%
COc1ccc(-c2cn3c(n2)sc2cc(C(=O)Nc4cc(Cl)ccc4C)ccc23)cc1 | . | i | 10% | . | -3% | . | 0% | 0% | 14%
Cc1cc(=O)n2nc(N(C)CC(=O)NCc3cccc(Br)c3)sc2n1 | . | -32% | 4% | . | -8% | . | -11% | 1% | 7%
c1ccc(Cn2ncc3c(N4CCN(C(c5ccccc5)c5ccccc5)CC4)ncnc32)cc1 | -1% | i | -23% | i | ? | -13% | -4% | -2% | -18%
COCCNC(=O)c1ccc(-n2c(-c3ccccc3)cc3c2CCCCC3)cc1 | . | -9% | -6% | . | 10% | . | -20% | -6% | 10%
CC1(C)CC(=O)c2c(nc3ccccc3c2N)C1 | -1% | -22%[57.5 µM] | -28% | ? | 11% | 1% | -9% | -18% | -3%
CCOC(=O)C1CCN(c2cc(C)nc3c(-c4ccccc4OC)c(C)nn23)CC1 | . | -27% | ? | . | 33% | . | -1% | 0% | -4%
Cc1cn2c(=O)cc(COC(=O)COc3ccc(C)c(C)c3)nc2s1 | . | -67%[inhibitor] | 6% | . | 16% | . | -1% | 0% | 7%
COCCn1cnc2cc(C)c(C)cc21 | 1% | -19% | 0% | i | . | -1% | 4% | 9% | 19%
Clc1ccc(/C=N/Nc2ncnc3nc[nH]c23)cc1 | 2% | i | 151%[activator] | i | 24% | -1% | -11% | 9% | 11%
CC(C)(C)SCCNC(=O)c1ccc(Cl)c([N+](=O)[O-])c1 | 0% | -15% | -11% | i | -5% | -25% | -74%[inhibitor] | -22% | -73%[inhibitor]
CC1CCN(C(=O)c2cccc(NC(=O)c3cccs3)c2)CC1 | -27% | -18% | -30% | i | -10% | 4% | 7% | -10% | ?
N=c1c2c(ncn1CCN1CCOCC1)Oc1cc(O)ccc1C2c1ccccc1 (stereo unspecified) | 1% | -4% | 1% | i | 18% | 1% | -3% | 2% | -4%
CCOC(=O)C1CCN(C(=O)c2nn(-c3ccc(OC)cc3)c(=O)c3c2c2ccccc2n3C)CC1 | . | -25% | 9% | . | -7% | . | -4% | -12% | 14%
CC(C)(C)c1cc(P(=O)(c2ccccc2)c2ccccc2)ccc1O | 0% | -40% | ? | i | -1% | -6% | 14% | 0% | -17%
COc1ccc(NC(=S)N(CCN2CCCCC2)Cc2ccco2)cc1 | 2% | i | ? | i | 14% | 1% | -6% | -8% | 0%
COc1ccc(-n2cc(C(=O)NCc3cccc(OC)c3)c3ccccc3c2=O)cc1 | . | -4% | 2% | . | -27% | . | -17% | 7% | -9%
COc1cccc(N=C2NC(=O)/C(=C/c3cc([N+](=O)[O-])ccc3O)S2)c1 | 1% | -11% | 3% | i | 6% | 1% | 5% | 3% | -8%
O=C(Cn1c(=O)nc(-c2ccccc2)c2cc(Cl)ccc21)NCCc1ccccc1 | . | i | -5% | . | -1% | . | -14% | -17% | 9%
Cc1ccc(C)c(N(C(=O)Cn2nnc3ccccc32)C(C(=O)NCc2ccco2)c2ccncc2)c1 (stereo unspecified) | 0% | i | ? | i | 7% | 0% | 1% | 8% | 11%
COc1cc(/C=N/NC(=O)CCC(=O)Nc2ccc(Br)cc2)ccc1O | 1% | i | 12% | i | 5% | -14% | -12% | 4% | -5%
O=C(c1noc2c1CCCC2)N1CCN(Cc2ccccc2)CC1 | 2% | i | 0% | i | 6% | 1% | 7% | -7% | -11%
C[C@H]1COC(=O)[C@@H](Cc2ccc(F)cc2)C/C=C\C[C@@H](CC(=O)NCCO)C(=O)N1 | 2% | -5% | 13% | i | -14% | 0% | -7% | 28% | -2%

This is a subset (hit frequency here may not be typical).
